mIDH1 inhibitor: human IDH1 R132H inhibition. O75874. IDH1-R132H enzyme, NADPH consumption, diaphorase/resazurin fluorescence. Potency, µM (titrated, usually from 76.6 µM), inactives show at the highest dose activity change, negative = inhibition, most hits filed as inhibitors. actives 0.093% (n = 390,000). AID 602179; further: potency means the concentration at half of the fitted maximal effect; on the % scale 0 is the no-effect control and ±100 the full control effect; nearly all actives have a fitted effect of over 65% in size
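IDH1-R132H (0.5 ug/mL dispensed) in pH 7.5 Tris buffer was preincubated 30 min with compound, then given a substrate mix of 0.016 mM NADPH and 2 mM alpha-KG for 80 min at room temperature; remaining NADPH was read by diaphorase/resazurin fluorescence.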
TrxR1 substrate: is turned over as a substrate by rat TrxR1. O89049. purified TrxR1 substrate turnover, NADPH consumption readout. Potency, µM (top dose mostly 114 µM), inactives show top-dose activity change, negative = substrate turnover. actives 0.01% (n = 390,000); further: potency means the concentration at half of the fitted maximal effect; on the % scale 0 is the no-effect control and ±100 the full control effect; nearly all actives have a fitted effect of over 50% in size
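Rat TrxR1, dispensed at 90 nM, was prereduced with 400 uM NADPH (final) for 5 min at ~22 deg C, then incubated with compound 15 min before 400 uM selenite. A first-read NADPH fluorescence drop versus no-compound background flagged substrates.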
Vif-APOBEC3F blk: Vif-A3F binding inhibition; AID 602313; actives 0.2% (n = 390,000); Potency, µM (doses to about 46.1 µM), without a hit: at the top dose activity, negative = active; HeLa A3F-eYFP + Vif (tagged APOBEC3F with the HIV-1 protein that degrades it), YFP fluorescence increase; further: potency means the concentration at half of the fitted maximal effect; % of control where 0% means no effect; nearly all actives have a fitted effect of over 65% in size
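Fluorescence increase (Ex 488/Em 500-530) after overnight compound treatment at 37 deg C flags inhibition of Vif-driven A3F-eYFP loss in stable HeLa A3F-eYFP/Vif cells seeded overnight beforehand.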
Vif-APOBEC3G blk: Vif-A3G binding inhibition; HeLa A3G-eYFP + Vif (tagged APOBEC3G with the HIV-1 protein that degrades it), YFP fluorescence, overnight; actives 0.076% (n = 410,000); Q9HC16; Potency, µM (titrated, usually from 46.1 µM), without a hit: top-dose activity, negative = active, actives largely listed as inhibitors; AID 602310;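 further: potency means the concentration at half of the fitted maximal effect; on the % scale 0 is the no-effect control and ±100 the full control effect; nearly all actives have a fitted effect of over 60% in size; hits raise eYFP signal because A3G escapes Vif-driven loss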
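Read-out is eYFP fluorescence (Ex 488/Em 500-530) from Vif-expressing HeLa A3G-eYFP cells; more signal means A3G escaped Vif-mediated degradation. Cells plated overnight, compound pinned in, incubated overnight at 37 deg C.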
LDHA block: blocks human lactate dehydrogenase A; activity change, % (values are at about 110 or 230 µM); actives 0.15% (n = 480,000); AID 1347041; purified LDHA, NADH/diaphorase-resazurin fluorescence; stronger effect = lower value; P00338; in the data active means activity change below about -30%; inconclusive means mostly about -25% to -30%;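 further: plate controls were DMSO wells for no effect and wells without enzyme for full effect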
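Enzyme activity of human lactate dehydrogenase 5 (2 nM; 0.06 mM NADH, 0.2 mM pyruvate, 5 min, RT) is measured via a resazurin/diaphorase fluorescence readout of residual NADH.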
Glioma ERSR ind: ER stress response induction in glioma; Potency, µM, for the others: at the top dose activation, usual class: activators; U87-MG GRP78 promoter luciferase reporter, 16 h; actives 0.02% (n = 420,000); AID 602332; further: potency means the concentration at half of the fitted maximal effect; series mostly up to about 76 µM; % of control where 0% means no effect; nearly all actives have a fitted effect of over 35% in size
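Stably transfected U87-MG glioma cells carrying a GRP78-based luciferase sensor; 16 h compound incubation. Luminescence end-point read 10 min after Bright-Glo addition at room temperature.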
TrxR1 inh: rat TrxR1 inhibition. O89049. recombinant rTrxR1, NADPH fluorescence consumption, selenite substrate. Potency, µM (series often up to 114 µM), inactives show at the top dose activity change, negative = inhibition, hits mostly inhibitors. actives 1% (n = 390,000). AID 588453; further: potency means the concentration at half of the fitted maximal effect; on the % scale 0 is the no-effect control and ±100 the full control effect; nearly all actives have a fitted effect of over 65% in size
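Rat TrxR1 (90 nM in the dispensed reagent) was pre-reduced with 400 uM NADPH for 5 min at room temperature, then incubated with compound for 15 min. After 400 uM selenite was added, NADPH fluorescence (Ex 340/Em 450 nm) was followed for 8 min.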
USP1-UAF1 inh: inhibitors of human USP1/UAF1 deubiquitinase; O94782; recombinant USP1/UAF1, Ub-Rhodamine cleavage fluorescence; Potency, µM (doses to about 57.1 µM), for inactives: top-dose activity change, negative = inhibition, usual class: inhibitors; actives 0.23% (n = 390,000); further: potency means the concentration at half of the fitted maximal effect; on the % scale 0 is the no-effect control and ±100 the full control effect; nearly all actives have a fitted effect of over 60% in size; inactives centre near -12
Target sequence (O94782 whole entry, looked up): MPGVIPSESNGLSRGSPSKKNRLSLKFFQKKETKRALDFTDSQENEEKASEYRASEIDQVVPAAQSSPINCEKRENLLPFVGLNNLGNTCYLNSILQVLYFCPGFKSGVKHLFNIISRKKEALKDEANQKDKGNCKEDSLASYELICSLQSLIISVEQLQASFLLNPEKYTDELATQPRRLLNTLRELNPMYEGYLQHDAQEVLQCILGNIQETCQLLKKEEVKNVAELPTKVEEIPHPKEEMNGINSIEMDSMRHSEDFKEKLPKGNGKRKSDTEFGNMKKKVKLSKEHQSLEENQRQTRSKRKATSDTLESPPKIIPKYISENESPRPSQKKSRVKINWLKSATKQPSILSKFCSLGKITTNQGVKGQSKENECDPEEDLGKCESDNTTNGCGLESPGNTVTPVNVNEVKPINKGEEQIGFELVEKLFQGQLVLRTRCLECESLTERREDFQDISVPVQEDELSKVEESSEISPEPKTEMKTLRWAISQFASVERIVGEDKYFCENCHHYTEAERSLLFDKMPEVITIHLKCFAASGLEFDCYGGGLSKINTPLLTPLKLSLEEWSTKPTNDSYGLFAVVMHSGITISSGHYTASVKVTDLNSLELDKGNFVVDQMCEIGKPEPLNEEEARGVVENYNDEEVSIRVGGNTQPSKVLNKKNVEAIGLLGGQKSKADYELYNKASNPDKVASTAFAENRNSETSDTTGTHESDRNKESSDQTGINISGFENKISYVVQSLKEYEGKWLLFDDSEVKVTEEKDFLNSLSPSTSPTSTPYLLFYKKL
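USP1/UAF1 complex (1 nM) preincubated 15 min at room temperature with compound, then Ub-Rho substrate (150 nM final) added. Kinetic fluorescence at 480/540 nm over 6 reads at 60 s intervals; 50 mM HEPES pH 7.8, 0.5 mM EDTA, 0.1 mg/ml BSA, 1 mM TCEP, 0.01% Tween-20.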
RGS4 inhibitor: human RGS4 inhibition; P49798; Transcreener GDP fluorescence polarization, RGS4-accelerated GTP hydrolysis; Potency, µM (top dose mostly 114 µM), inactives show at the top dose activity change, negative = inhibition, usual class: inhibitors; actives 0.039% (n = 390,000); further: potency means the concentration at half of the fitted maximal effect; on the % scale 0 is the no-effect control and ±100 the full control effect; nearly all actives have a fitted effect of over 75% in size; some results filed as inactive show a strong effect at the top dose
Target sequence (P49798 whole entry, looked up): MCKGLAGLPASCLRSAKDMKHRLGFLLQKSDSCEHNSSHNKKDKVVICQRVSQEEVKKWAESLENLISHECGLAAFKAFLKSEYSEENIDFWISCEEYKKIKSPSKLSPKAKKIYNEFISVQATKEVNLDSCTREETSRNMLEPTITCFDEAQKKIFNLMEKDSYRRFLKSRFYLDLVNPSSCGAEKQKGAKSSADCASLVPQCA
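MLSMR compounds (23 nl, pin-transferred) preincubated 10 min at room temperature with a 500nM (2x) first reagent, then RGS4 at 900nM (2x) plus Transcreener GDP mix added; fluorescence polarization (620/688 nm) read before and after 90 min at 30 °C.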
Starred values were filed as active, the others as inactive; ? = inconclusive; nt = no result given; & = joins results of further samples; [ ] = dose if it differs, or a comment. Unless noted, the call rests on the fitted dose curve; in most records, active means well fitted curve in the direction sought with a large enough effect; inconclusive means small, poorly fitted or top-dose-only effect, or another doubt; inactive means no such curve, though single readings can be large; an effect the other way counts as inactive or inconclusive. Not all compounds are listed; the hit share may differ from the screen's.

SMILES	mIDH1 inhibitor	TrxR1 substrate	Vif-APOBEC3F blk	Vif-APOBEC3G blk	LDHA block	Glioma ERSR ind	TrxR1 inh	USP1-UAF1 inh	RGS4 inhibitor
COCCNC(=O)Cn1nc(-c2ccc(C)cc2)ccc1=O	2%	31%	-1%	0%	2	-5%	20%[57.1 µM]	-11%	-8%
Cc1sc2ncnc(N3CCC(C(=O)Nc4nc(-c5cccs5)cs4)CC3)c2c1C	-4%	-2%	-18%	-7%	-1	3%	1%	-10%	-19%
Cc1ccc(OCCNC(=O)c2ccco2)cc1C	0%	-3%	-13%	1%	-1	7%	1%	-15%	15%
CC(=C/c1ccco1)/C=N/NC(=O)c1nnn(-c2nonc2N)c1CN(C)C	2%	-11%	-20%	-1%	2	-3%	-22%	-9%	-34%
COc1ccc(S(=O)(=O)Nc2ccc3oc(C)c(C(C)=O)c3c2)cc1	5%	-1%	?	-21%	10	-4%	12%	-14%	-6%
O=c1c2[nH]c3cccc(Cl)c3c2ncn1CCN1CCCCC1	6%	5%[57.1 µM]	2%	0%	-4	-5%	17%[57.1 µM]	-19%	6%
CCOC(=O)c1c(C)[nH]c(C(=O)COC(=O)c2ccco2)c1C	4%	-4%	-14%	0%	1	3%	14%[57.1 µM]	?	-42%
O=C(CN1CCN(c2ccc(Cl)cc2)CC1)Nc1ccc(F)c(F)c1	10%&-22%	3%&0%[57.1 µM]	1%&4%	1%&2%	-7&-6	-1%&-4%	5%&7%[57.1 µM]	0%&-17%	39%&-26%
N#Cc1cc([N+](=O)[O-])cnc1NCC(O)CO (stereo unspecified)	-2%	-5%	2%	0%	-3	-5%	-2%	-10%	-28%
CSc1ncc(CN2CCc3c([nH]c4ccccc34)C2c2cccc(O)c2)cn1 (stereo unspecified)	-2%	-2%	-6%	-12%	2	-4%	16%	-12%	4%
COc1ccc2cc(C(=O)N3CCc4ccccc43)[nH]c2c1	11%	-10%	-3%	-1%	1	3%	?	2%	18%
Cc1ccc(N2C(=O)CC(Sc3nccc(C)n3)C2=O)cc1 (stereo unspecified)	6%	3%	4%	0%	-6	-3%	7%	-17%	1%
Cc1cccc2nc(C(=O)Nc3cc(Cl)ccc3-n3cncn3)cn12	-3%	-5%	-3%	0%	-1	0%	6%	-13%	-7%
CSc1ccc(CCNC(=O)CCc2nnc3ccc(N4CCC5(CC4)OCCO5)nn23)cc1	-2%	-2%	1%	5%	-1	2%	11%	-3%	35%[11.4 µM]
CC1=C(C(=O)Nc2ccccc2)C(c2ccccn2)n2nc(SCc3ccccc3Cl)nc2N1 (stereo unspecified)	13%	10%	?	4%	4	-3%	12%	-16%	-5%
CCC(C)(C(=O)NC1CCCC1)N(C(=O)c1ccccn1)c1ccccc1 (stereo unspecified)	15%	-4%	7%	-1%	-5	-4%	-4%	-1%	26%
O=C1C=CC2=C3c4cc(O)c(O)cc4CC3(O)COC2=C1O (stereo unspecified)	-7%	3%	-3%	-1%	8	-2%&-7%&-3%	16µM*	-22%	?
CC(=O)c1ccc(NC(=O)N2CCN(c3cccc(Cl)c3)CC2)cc1	-2%	-2%	-9%	4%	-3	-2%	-2%	-4%	15%
CC1CCCc2sc3nc(N4CCN(CCO)CC4)n4ncnc4c3c21 (stereo unspecified)	-3%	-9%	2%	3%	-6	9%	-13%	-7%	10%
CC1CCCN(C(=O)c2ccc3c(c2NCCO)C(=O)c2ccccc2C3=O)C1 (stereo unspecified)	3%	-8%	-7%	-3%	3	-5%	-10%	-21%	2%

An excerpt from above in order of the TrxR1 inh value, largest number first:
smiles	mIDH1 inhibitor	TrxR1 substrate	Vif-APOBEC3G blk	LDHA block	Glioma ERSR ind	TrxR1 inh	USP1-UAF1 inh	RGS4 inhibitor
CSc1ncc(CN2CCc3c([nH]c4ccccc34)C2c2cccc(O)c2)cn1 (stereo unspecified)	-2%	-2%	-12%	2	-4%	16%	-12%	4%
Cc1cccc2nc(C(=O)Nc3cc(Cl)ccc3-n3cncn3)cn12	-3%	-5%	0%	-1	0%	6%	-13%	-7%
Cc1ccc(OCCNC(=O)c2ccco2)cc1C	0%	-3%	1%	-1	7%	1%	-15%	15%
N#Cc1cc([N+](=O)[O-])cnc1NCC(O)CO (stereo unspecified)	-2%	-5%	0%	-3	-5%	-2%	-10%	-28%

Later entries
SMILES	mIDH1 inhibitor	TrxR1 substrate	Vif-APOBEC3F blk	Vif-APOBEC3G blk	LDHA block	Glioma ERSR ind	TrxR1 inh	USP1-UAF1 inh	RGS4 inhibitor
CCOC(=O)N1CCN(c2c(NCCCN3CCCCCC3)c(=O)c2=O)CC1	2%	2%	3%	5%	0	-3%	-5%	-26%	2%
O=C(NCCN1CCOCC1)c1cc(-c2cccc(O)c2)on1	4%	-1%	4%	1%	-7	5%	17%	-11%	-18%
CC(Oc1ccccc1)C(=O)NC1CCCCCCC1 (stereo unspecified)	-4%	4%	-5%	0%	-1	-3%	13%	-6%	18%
CC(C)COC(=O)C1C(=O)CC(C)(O)C(C(=O)OCC(C)C)C1c1cccnc1 (stereo unspecified)	0%	-7%	3%	0%	0	-6%	-1%	-14%	-49%
CCCn1c(SCC(=O)Nc2ccccc2Cl)n[nH]c1=O	1%	12%	14%	2%	-8	-1%	29%	-22%	2%
CCCCn1c(=O)c2oc3ccccc3c2n(Cc2cccc(C)c2)c1=O	-3%	9%	0%	1%	-1	-1%	12%	-22%	-2%
CCC(=O)N(CCN1CCOCC1)Cc1cc2cc3c(cc2nc1Cl)OCO3	-11%	-1%	-3%	1%	0	-2%	13%	-4%	12%[11.4 µM]
O=C(CSc1nnc(-c2ccccc2)n1Cc1ccco1)NCc1ccc2c(c1)OCO2	3%	-2%	-3%	-2%	-3	-1%	?	4%	10%
O=c1cc(O)n(-c2ccc(Cl)cc2)c(=S)[nH]1	5%	-8%[57.1 µM]	-9%	-1%	-3	2%	?	-18%	?
NC(=O)C1CCN(S(=O)(=O)c2cccc(S(=O)(=O)N3CCCCC3)c2)CC1	2%	8%	-3%	0%	-2	1%	16%	-18%	11%
O=S(=O)(Nc1ccc(S(=O)(=O)N2CCOCC2)cc1)c1ccc(Br)cc1	-7%	9%[57.1 µM]	-10%	0%	-7	-3%	14%[57.1 µM]	-14%	-2%
CCC(C)N1CNc2c(c(=O)[nH]c(=S)n2-c2cccc(C)c2)C1 (stereo unspecified)	-6%	8%	-3%	-6%	1	-3%	-68%	1%	-8%
c1ccc2c(c1)Nc1nccnc1S2	0%	-6%	1%	-8%	4	6%	-3%	-15%	-50%
O=C(OCC(=O)N1CCc2ccccc2C1)c1cc(=O)[nH]c2ccccc12	-9%	6%	-13%	-2%	-5	9%	3%	-17%	15%
O=C1Nc2ccccc2C1(O)c1ccccc1 (stereo unspecified)	5%	8%	2%	0%	-5	-1%	35%	-18%	-13%
O=C(NCCc1c[nH]c2ccccc12)c1cnc2sccn2c1=O	13%	8%	1%	0%	3	2%	8%	-18%	-13%
O=C(O)C(Cc1ccccc1)n1cccc1 (stereo unspecified)	13%	7%[57.1 µM]	9%	0%	-7	-5%	5%[57.1 µM]	-17%	7%[11.4 µM]
Cn1c(=O)cc(OCCCC(=O)NCc2ccc(F)cc2Cl)c2ccccc21	8%	4%[57.1 µM]	-25%	-5%	-4	-2%	7%[57.1 µM]	0%	13%
CC(=O)c1cccc(NC(=O)NNC(=O)c2ccc(-c3ccccc3)cc2)c1	8%	-9%	-7%	-1%	-9	-3%	-1%	-7%	16%
Cc1cccc(OCC(=O)Nc2ccc(C(=O)Nc3ccccc3C(=O)O)cc2)c1	-2%	nt	-1%	-3%	-7&-11	1%	nt	-31%	nt
Cc1ccnc(SCC(=O)c2ccc(Br)cc2)c1C#N	8%	-12%	?	-16%	-1	2%	-22%	-1%	-31%
CCC(C(=O)Nc1ccc2c(c1)OCCO2)c1ccccc1 (stereo unspecified)	10%	-9%[57.1 µM]	2%	-1%	1	-4%	21%[57.1 µM]	-11%	-12%
COC(=O)C1(C#N)C(c2ccccc2)C1(C(=O)OC)C(=O)OC (stereo unspecified)	5%	-3%	-4%	-1%	0	-4%	-10%	-10%	15%
C=CC[C@@H](CC(=O)OC(C)(C)C)C(=O)OC[C@@H]1CCCN1C(=O)[C@H](CC=C)CC(=O)NCCO	-14%	-1%	6%	-1%	-3	3%	14%	-22%	22%
O=C(N/N=C/c1ccc[nH]1)c1ccccc1[N+](=O)[O-]	1%	-9%	-3%	-1%	-5	-4%	-12%	-14%	3%
Cc1cc(C)nc(Nc2cccc(Cl)c2)n1	2%	1%	-3%	-2%	-3	5%	16%	-19%	-9%
C/C(=N/NC(=O)CNC(=O)c1ccccn1)c1ccccc1	-4%	2%	2%	-4%	-16	-1%	27%	-8%	20%
CCCNC(=O)c1ccc(C2SCC(=O)N2CCc2ccccc2)cc1 (stereo unspecified)	3%	-11%	2%	3%	0	-1%	-4%	-17%	-19%
COc1ccc(C(=O)n2cc(C(=O)c3cc(C)ccc3O)cn2)cc1	0%	-10%	-22%	-1%	-2	-5%	0%	-4%	-10%
C[C@H](CO)N1C[C@H](C)[C@@H](CN(C)S(=O)(=O)c2ccccc2)Oc2c(NC(=O)Nc3ccc4c(c3)OCO4)cccc2C1=O	21%	2%	2%	0%	15	4%	1%	?	-17%

Source: PubChem BioAssay
